Screening data (PubChem BioAssay)
HKDC1 inh – blocks human hexokinase HKDC1 activity | Q2TB90 | recombinant HKDC1, G6PDH/diaphorase resazurin coupled fluorescence | inhibition, % at 20 µM | hit rate 0.16% among 340,000 | AID 493160;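 active = inhibition above about 35% when tested at 20 µM, limit read from the data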;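 note: plate controls were DMSO wells with enzyme for no effect and DMSO wells lacking enzyme for full effect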
Target sequence (Q2TB90 whole entry, looked up): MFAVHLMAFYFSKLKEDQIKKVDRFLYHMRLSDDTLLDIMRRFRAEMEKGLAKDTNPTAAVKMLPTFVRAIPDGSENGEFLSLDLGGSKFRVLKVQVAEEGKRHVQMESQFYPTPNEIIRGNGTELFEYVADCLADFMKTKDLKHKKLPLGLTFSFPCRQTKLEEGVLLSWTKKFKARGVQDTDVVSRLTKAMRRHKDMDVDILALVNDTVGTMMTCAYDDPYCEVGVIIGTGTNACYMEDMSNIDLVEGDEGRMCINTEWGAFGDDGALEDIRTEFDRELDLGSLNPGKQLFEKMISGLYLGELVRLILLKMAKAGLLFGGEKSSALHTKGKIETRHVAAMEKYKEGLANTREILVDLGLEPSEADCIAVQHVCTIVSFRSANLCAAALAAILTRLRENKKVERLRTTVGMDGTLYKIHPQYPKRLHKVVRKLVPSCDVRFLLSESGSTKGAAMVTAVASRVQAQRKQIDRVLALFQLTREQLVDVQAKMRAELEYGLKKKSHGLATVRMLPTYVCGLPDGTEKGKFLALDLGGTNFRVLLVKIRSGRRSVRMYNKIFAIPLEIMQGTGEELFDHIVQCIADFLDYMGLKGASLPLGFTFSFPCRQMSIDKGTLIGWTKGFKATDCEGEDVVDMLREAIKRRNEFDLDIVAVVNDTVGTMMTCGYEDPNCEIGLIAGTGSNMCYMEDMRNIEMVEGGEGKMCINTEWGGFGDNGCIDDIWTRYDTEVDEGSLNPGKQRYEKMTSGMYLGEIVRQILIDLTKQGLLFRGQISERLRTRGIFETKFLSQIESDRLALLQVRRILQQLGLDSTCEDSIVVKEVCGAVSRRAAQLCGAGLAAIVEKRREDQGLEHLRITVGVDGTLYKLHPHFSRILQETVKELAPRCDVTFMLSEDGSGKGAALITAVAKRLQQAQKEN
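Assay system: in-house recombinant HK5 (HKDC1) enzyme. Input: HKDC1 at 5 µg/mL. Medium: Tris pH 8.0 buffer with MgCl2, Tween-20, BSA, BME. Dosing: single 20 µM dose. Schedule: 90 min reaction incubation at room temperature, dark. Signal: resazurin-to-resorufin fluorescence via G6PDH and diaphorase coupling, 525/613 nm. Controls: DMSO-enzyme wells negative, buffer-substituted wells positive.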
mIAP act – increases mouse intestinal alkaline phosphatase activity | AID 2805 | activation factor at 10 µM | muIAP, CDP-Star luminescence, 30 min; stronger effect = higher value; 1 = vehicle-only enzyme signal, 0 = enzyme-free wells | hit rate 0.24% among 330,000;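 active = activation factor of at least 2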; note: the source names both 10 and 20 µM as test concentration; values of inactives mirror those of a sister screen read the other way
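System: Mouse IAP enzyme | Also added: CDP-Star substrate | Dosing: Compounds dispensed in DMSO | Schedule: 30 min enzyme-substrate-compound incubation at room temperature | Technique: Chemiluminescence readout | Control set: DMSO-only wells and no-enzyme negative control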
ATG4B inh – inhibitors of human ATG4B cysteine protease. Q9Y4P1. ATG4B cleavage of LC3-PLA2, NBD-HPC fluorescence, 1 h. inhibition, % at 8.33 µM. hit rate 0.51% among 340,000. AID 504462; in the data active = inhibition above about 40%
PfG6PD inh – PfG6PD (Plasmodium falciparum) enzyme inhibition | hit rate 0.78% among 350,000 | inhibition, % at 20 µM | PfGluPho enzyme, NADPH resazurin-diaphorase fluorescence;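 active = inhibition reaching at least a set limit at 20 µM in the primary screen, cut at about 59% in these data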;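 note: 0% = DMSO wells with substrate and 100% = DMSO wells lacking glucose-6-phosphate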
mIAP inh – blocks mouse intestinal alkaline phosphatase. purified mouse IAP, CDP-Star luminescence, 30 min. inhibition, % at 10 µM. hit rate 0.2% among 330,000. AID 2806;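 active = inhibition of at least 40% at 10 µM in the primary screen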;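 note: plate controls were DMSO with enzyme for no effect and no enzyme wells for full effect; values of inactives mirror those of a sister screen read the other way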
hIAP act – increases human intestinal alkaline phosphatase activity; P09923; purified human IAP, CDP-Star luminescence, 30 min; stronger effect = higher value; 1 = vehicle-only enzyme, 0 = enzyme-free background; activation factor at 10 µM; hit rate 0.16% among 330,000; AID 2524;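 active = activation factor of the enzyme at least 2-fold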; note: the source names both 10 and 20 µM as test concentration; values of inactives mirror those of a sister screen read the other way
hIAP inh – human IAP inhibition; inhibition, % at 10 µM; hit rate 0.12% among 330,000; purified IAP, CDP-Star luminescence, 30 min; AID 2544;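 active = inhibition reaching a set limit with compound at 10 µM in the primary screen, cut at about 35% in these data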;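 note: plate controls were DMSO wells with enzyme for no effect and no-enzyme buffer wells for full effect; values of inactives mirror those of a sister screen read the other way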
APOBEC3A inh – blocks human APOBEC3A ssDNA deamination. hit rate 0.41% among 330,000. P31941. inhibition, % at 20 µM. recombinant A3A, FAM/TAMRA ssDNA deamination fluorescence;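 active = at least 40% inhibition at 20 µM here, with at most 30% in a related deaminase screen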;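 note: plate controls were A3A with DMSO for no effect and wells lacking A3A enzyme for full effect; some results filed as inactive read as strong as hits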
* hit, by the source's call; nt = not tested or not shown.

SMILES	HKDC1 inh	mIAP act	ATG4B inh	PfG6PD inh	mIAP inh	hIAP act	hIAP inh	APOBEC3A inh
O=C(CCCN1C(=O)NC2(CCCC2)C1=O)Nc1ccc(Cl)c(S(=O)(=O)N2CCOCC2)c1	2	1	-11	1	-2	0.91	9	-2
Cc1ccc(NC(=O)C2CCCN(S(=O)(=O)c3ccc4c(c3)oc(=O)n4C)C2)nc1 (stereo not given)	1	1.1	-8	-7	-6	1.1	-6	0
O=C(Nc1ccc([N+](=O)[O-])cn1)c1cccnc1	-5	1.1	-10	-1	-11	1.1	-14	-6
COc1ccc(Cl)cc1C(=O)NNC(=O)c1ccc(F)c(S(=O)(=O)N2CCOCC2)c1	-5	0.99	-8	13	1	1.1	-13	-3
COc1ccc(C2/C=C\CN(S(=O)(=O)c3ccc(-c4ccccc4)cc3)CC(=O)N2Cc2ccc(F)cc2)cc1 (stereo not given)	-3	1	-3	18	-3	1	0	-1
CCn1ncc(C(=O)Nc2cc(C)on2)c1C	1	1	6	-13	0	1.1	-10	4
O=C(N/N=C/c1ccc(N2CCOCC2)cc1)C1CC1	-11	0.97	-10	9	3	0.92	8	-5
COCCN(C(=O)C1CCN(C(=O)c2ccccc2C)CC1)c1c(N)n(CC(C)C)c(=O)[nH]c1=O	-1	1	-13	-11	-3	0.76	24	34
CC(C)CN(C(=O)CCC(=O)OCC(=O)N(C)c1ccccc1)c1c(N)n(CC(C)C)c(=O)[nH]c1=O	-1	0.97	5	-3	3	1.3	-26	0
O=C(c1cccc(C(F)(F)F)c1)C1CCCN(C(=O)Cn2cncn2)C1 (stereo not given)	-1	0.98	16	-14	2	0.82	18	-5
CCOC(=O)CSc1nnc(CNC(=O)c2ccco2)n1C	-9	1	5	5	-1	1	-2	-1
Cc1cc(NCCCO)n2nc(-c3cccs3)cc2n1	-8	1	-2	10	-3	1	-1	2
CC/C=C/C(=O)N1CC2(CC(c3cccc(NC(=O)c4ccccc4)c3)=NO2)C[C@@H]1C(N)=O (stereo not given in full)	0	1	-12	13	-4	0.86	14	3
O=C(CN1C2=NCCCN2c2ccccc21)c1cccc(Br)c1	-11	0.92	4	16	8	0.83	17	0
COC(=O)C(/C=N/OCc1ccc([N+](=O)[O-])cc1)NC(=O)c1ccccc1 (stereo not given)	7	0.93	-8	-7	7	1.2	-15	-19
COc1ccccc1NC(=O)CSc1ccc2nnc(-c3cccnc3)n2n1	4	0.91	8	-11	9	0.92	8	2
COc1ccccc1NC(=O)Cn1c(=O)oc2ccccc21	-7	1.2	-4	-11	-15	1.1	-9	-3
N/C(=N\S(=O)(=O)c1cccs1)c1ccccc1Cl	-2	1	11	-1	-1	0.98	2	1
CCOc1ccccc1Oc1cn[nH]c1-c1ccc(O)cc1O	-1	0.97	-13	-2	3	1.3	-30	-4
Cc1ccccc1NC(=O)c1ccccc1NC(=O)c1cccs1	-1	0.93	-1	-9	7	0.9	10	-2
CC(C)c1ccc2oc(-c3ccc(N)cc3)nc2c1	-1	0.97	4	13	3	0.9	10	-2
CCOC(=O)Cc1nnc(NC(=O)CSc2ccccc2)s1	-4	0.96	-6	-9	4	0.99	1	-2
CN(C)C(CNC(=O)CCNS(=O)(=O)c1ccccc1C(F)(F)F)c1ccccc1 (stereo not given)	2	1.1	-2	0	-6	0.97	3	-2
COc1ccc(NC(=O)C2CCCN(S(C)(=O)=O)C2)cc1 (stereo not given)	-7	1	1	-9	-3	1.2	-16	-4
COc1ccc(OCc2cccc(C(=O)N3CCCC3)c2)cc1	7	1.1	2	-1	-13	1.1	-6	-6
O=C(COC(=O)c1cc(-c2cccc3ccccc23)nc2ccccc12)NC1CCS(=O)(=O)C1 (stereo not given)	-2	1.1	-23	-9	-12	1.1	-10	-5
CCCCCCNc1c([N+](=O)[O-])cc(C)cc1[N+](=O)[O-]	1	0.77	4	-10	23	0.89	11	1
Cc1cc(C)c(C)c(S(=O)(=O)NC2CCCCC2)c1C	0	1	1	12	0	0.84	16	-3
COc1cc(OC)c(C2CC(=O)N3CN(c4ccc(C)cc4)CSC3=C2C#N)cc1OC (stereo not given)	16	0.78	-13	89*	22	1.1	-11	5
CCOc1cc(-c2cc(-c3ccc(NC(C)=O)cc3)nc(N)c2C#N)ccc1O	-2	0.95	-16	-1	5	0.81	19	-3
O=C(NCCO)C(=O)NCC(c1ccc2c(c1)OCO2)N1CCN(c2ccc(F)cc2)CC1 (stereo not given)	-1	1	-1	-5	-3	0.83	17	-3
COc1ccccc1CNS(=O)(=O)c1ccc2c(c1)NC(=O)C(C)S2 (stereo not given)	-6	0.96	-3	4	4	0.88	12	-4
Cc1cccc(S(=O)(=O)C(C#N)c2nc3ccccc3nc2N2CC(C)OC(C)C2)c1 (stereo not given)	-4	0.97	1	-20	3	0.82	18	-4
O=C(C1CCN(S(=O)(=O)c2cccc3cccnc23)CC1)N1CCCC1	-10	0.97	-8	-1	3	0.85	15	1
O=C(Nc1nnc(-c2ccc3c(c2)CCCC3)o1)c1ccccc1	-7	1.1	-10	-25	-8	1.2	-23	-4
Cc1cccc(C)c1NC(=O)COC(=O)c1ccc([N+](=O)[O-])o1	-8	1	9	1	0	1	-3	0
COc1ccc(S(=O)(=O)N(C)C[C@H]2Oc3c(cccc3N(C)C)C(=O)N([C@H](C)CO)C[C@@H]2C)cc1	1	0.94	-1	-19	6	0.96	4	-2
COc1ccc(N2CCN(c3oc(Cc4cccc5ccccc45)nc3C#N)CC2)cc1	-3	1.1	-6	7	-12	0.92	8	4
CSc1nc(N)nc2c1ncn2CC(=O)N1CCN(Cc2c(C)cc(C)cc2C)CC1	-6	1.1	-4	2	-10	1.1	-7	-4
Cc1cccc(NC(=O)c2cnc3sccn3c2=O)n1	-2	1	-4	15	-4	1	-4	1
CN(C(=O)COC(=O)c1cccc(Cl)c1)C1CCS(=O)(=O)C1 (stereo not given)	-8	1.1	-1	2	-8	1	0	-1
C=CCn1c(SCC(=O)NCCCC(=O)OCC)nc2scc(-c3ccco3)c2c1=O	6	1	-5	13	0	1.1	-5	1
Cc1ccc(OCc2nnc(SC(C)C(=O)O)n2Cc2ccccc2)cc1 (stereo not given)	-7	0.99	-3	-32	1	0.86	14	0
CCCn1c(=NC(=O)c2ccco2)c(C(=O)OCC)cc2c(=O)n3ccccc3nc21	-7	1	-7	3	-2	0.82	18	0
O=C(CCc1ccccc1F)N1CCN(c2ccc(C(F)(F)F)cn2)CC1	1	0.97	13	0	3	1	-2	-2
CCOc1ccc(OCCC(=O)N(CC)CC(=O)NCc2ccc(Cl)cc2)cc1	-3	0.99	-5	0	1	0.94	6	4
CSc1nc2ccccc2cc1/C=C(\C#N)c1ccc(Cl)cc1Cl	0	0.97	2	28	3	0.83	17	-3
CCOc1ccc(-n2c(SCC(=O)Nc3ccc(C(=O)O)cc3)nc3ccccc3c2=O)cc1	-5	1	12	-36	-2	0.99	1	-4
COc1cccc(CNC(=O)c2ccc(Cl)c(S(=O)(=O)N3CCOCC3)c2)c1	1	0.87	-2	-12	13	1.1	-7	3
CCN(CC(=O)Nc1ccc(NC(C)=O)cc1)C(=O)c1cccc(S(=O)(=O)N2CCc3ccccc3C2)c1	7	1.1	0	-12	-8	0.94	6	38

Entries listed above shown as hits in PfG6PD inh.
SMILES	HKDC1 inh	mIAP act	ATG4B inh	PfG6PD inh	mIAP inh	hIAP act	hIAP inh	APOBEC3A inh
COc1cc(OC)c(C2CC(=O)N3CN(c4ccc(C)cc4)CSC3=C2C#N)cc1OC (stereo not given)	16	0.78	-13	89*	22	1.1	-11	5

New compounds follow.
SMILES	HKDC1 inh	mIAP act	ATG4B inh	PfG6PD inh	mIAP inh	hIAP act	hIAP inh	APOBEC3A inh
COc1ccc(CCNC(=O)CSc2cccc3cccnc23)cc1OC	3	1	-8	1	-2	0.91	9	0
S=C1NCN(Cc2cccnc2)CN1c1cccc2ccccc12	0	1.1	4	-1	-12	0.98	2	2
CCOC(=O)C1CCN(C(=O)COc2ccc(S(=O)(=O)NC(C)C)cc2Cl)CC1	-1	1.2	12	-21	-17	0.98	2	-3
CCOc1ccc(C(C(=O)NC2CCCCC2)N(C(=O)c2ccco2)c2ccc(-n3cnnn3)c(C)c2)cc1 (stereo not given)	-5	0.97	-10	1	3	1.1	-8	-1
Cc1sc2ncn(CC(=O)OC(C)C(=O)NC(C)(C)C)c(=O)c2c1C (stereo not given)	-2	1.1	-11	-5	-7	0.94	6	0
CC(=O)N1CCN(CC(=O)Nc2ccccc2Sc2ccc(Cl)cc2)CC1	14	1	-4	11	0	1	-2	-1
O=C(Cc1c(F)cccc1Cl)Nc1ccc(S(=O)(=O)Nc2nccs2)cc1	-3	1	-2	-37	-3	1.1	-8	-6
CCOC(=O)CC1C(=O)NCCN1C(=O)c1cccc(OC)c1 (stereo not given)	1	1	-2	-9	-2	0.96	4	0
COc1ccc(-c2cn3c(C)c(C(=O)NC(C)C)sc3n2)cc1	-11	0.92	0	14	8	1.1	-6	4
O=C(COc1ccc(Cl)cc1Cl)NC(=S)Nc1ccccc1C(=O)O	nt	0.9	nt	nt	10	0.84	16	-3

Complete entries as entered above. Screens in order: HKDC1 inh | mIAP act | ATG4B inh | PfG6PD inh | mIAP inh | hIAP act | hIAP inh | APOBEC3A inh
`COCCN(C(=O)C1CCN(C(=O)c2ccccc2C)CC1)c1c(N)n(CC(C)C)c(=O)[nH]c1=O` in the list: -1 | 1 | -13 | -11 | -3 | 0.76 | 24 | 34
`COc1cc(OC)c(C2CC(=O)N3CN(c4ccc(C)cc4)CSC3=C2C#N)cc1OC` (stereo not given) in the list: 16 | 0.78 | -13 | 89* | 22 | 1.1 | -11 | 5
`O=C(Nc1ccc([N+](=O)[O-])cn1)c1cccnc1` in the list: -5 | 1.1 | -10 | -1 | -11 | 1.1 | -14 | -6
`CN(C)C(CNC(=O)CCNS(=O)(=O)c1ccccc1C(F)(F)F)c1ccccc1` (stereo not given) in the list: 2 | 1.1 | -2 | 0 | -6 | 0.97 | 3 | -2
`CSc1nc2ccccc2cc1/C=C(\C#N)c1ccc(Cl)cc1Cl` in the list: 0 | 0.97 | 2 | 28 | 3 | 0.83 | 17 | -3
